High-throughput results from PubChem.
GAA glycogen = inhibitors or activators of human alpha-glucosidase glycogen cleavage. Potency, µM (highest dose often 76.4 µM), for the others: top-dose activity change, negative = inhibition, hits mostly inhibitors. recombinant GAA, glycogen substrate, Amplex Red glucose oxidase fluorescence. P10253. AID 2100. 300,000 compounds, 0.38% hits;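 note: 0% = full enzyme reaction and -100% = no-enzyme basal signal; the screen sought inhibitors and activators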
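Natural-substrate format: glycogen cleavage by 4 nM human enzyme, glucose read by Amplex Red coupling (Ex 573, Em 610 nm). Normalized to enzyme and no-enzyme controls.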
TRb-SRC2 inh = inhibitors of human thyroid hormone receptor beta-SRC2 interaction; Potency, µM (series often up to 106 µM), for the others: at the top dose activity change, negative = inhibition, actives largely listed as inhibitors; TRbeta-SRC2 peptide binding, fluorescence polarization; receptor liganded with 1 µM T3; P10828; 280,000 compounds, 0.065% hits;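 note: plate controls were bound peptide for no effect and peptide without receptor for full effect; nearly all actives have a fitted effect of over 50% in size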
Target sequence (P10828 whole entry, looked up): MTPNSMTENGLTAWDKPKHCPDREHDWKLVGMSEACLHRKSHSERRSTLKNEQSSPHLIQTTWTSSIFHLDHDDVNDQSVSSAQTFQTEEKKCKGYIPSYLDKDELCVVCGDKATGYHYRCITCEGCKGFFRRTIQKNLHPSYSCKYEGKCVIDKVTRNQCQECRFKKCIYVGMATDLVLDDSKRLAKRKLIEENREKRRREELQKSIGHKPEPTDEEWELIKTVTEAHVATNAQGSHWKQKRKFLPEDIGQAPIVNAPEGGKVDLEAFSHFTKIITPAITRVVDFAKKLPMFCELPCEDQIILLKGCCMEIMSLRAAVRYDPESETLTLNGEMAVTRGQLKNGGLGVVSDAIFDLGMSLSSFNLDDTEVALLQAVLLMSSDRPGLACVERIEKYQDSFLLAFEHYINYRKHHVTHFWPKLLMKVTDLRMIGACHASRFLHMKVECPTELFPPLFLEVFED
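A fluorescence polarization screen tested compounds at multiple concentrations against complex formation between 0.6 uM TRb ligand-binding domain and 20 nM Texas Red SRC2 peptide, with 1 uM T3 present; readout after 5 hr.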
TexasRed fluor = alters Texas Red total fluorescence, flagging assay interference; TRb/SRC2 Texas Red total fluorescence interference; Potency, µM (highest dose often 106 µM), for inactives: at the highest dose fluorescence change, negative = quenching; 280,000 compounds, 0.29% hits; active = well fitted curve in either direction with a large enough effect; inconclusive = small, poorly fitted or top-dose-only effect
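Human TRb ligand-binding domain at 0.6 uM with 20 nM Texas Red SRC2 peptide in Tris buffer containing 1 uM T3 and 5% DMSO, incubated with compound 5 h at ambient temperature. Total fluorescence (555/632 nm) calculated as parallel + 2 × perpendicular.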
An asterisk follows results filed as active; ? = inconclusive; . = not tested or not shown; [ ] = another dose, or the depositor's remark. Unless noted, calls come from the whole dose curve; as a rule, active = well fitted curve in the direction sought with a large enough effect; inconclusive = small, poorly fitted or top-dose-only effect, or another doubt; inactive = no such curve, though single readings can be large; an effect the other way counts as inactive or inconclusive. Unless noted, % is set by controls: 0 for no effect and ±100 for the full control effect; potency is the fitted concentration of half-maximal effect. Only part of the results is shown, so the mix of outcomes need not match the whole.

SMILES,TexasRed fluor,GAA glycogen,TRb-SRC2 inh
CCOC(=O)c1ccc(N2C(=O)c3n[nH]c(-c4ccco4)c3C2c2cccc(F)c2)cc1 (centres undefined),-1%,1%[76.3 µM],0%
CCOC(=O)CCc1c(C)nc2c(-c3ccccc3)c(C)[nH]n2c1=O,-1%,-18%[76.3 µM],-6%
Cc1ccc(-c2cn3c(n2)sc2cc(C(=O)NCc4cccs4)ccc23)c(C)c1,5%,-7%[76.3 µM],0%
CCOc1ccc(C(=O)c2cn(CC(=O)Nc3cccc(OC)c3)c3cc4c(cc3c2=O)OCCO4)cc1,1%,-9%[76.3 µM],-1%
Cc1cc(Nc2ccc(F)cc2)n2c(nc3ccccc32)c1C#N,-4%,-27%[76.3 µM],11%
CCN(CC)C(=O)Cn1c(=O)n(Cc2ccc(C(=O)NCc3ccc(C)cc3)cc2)c(=O)c2ccccc21,2%,-5%[76.3 µM],-6%
COc1ccccc1C(=O)Nc1cc(-c2ccc(C)cc2)no1,-26%,-3%,7%
Cc1ccc(Cl)cc1N1CCN(C(=O)c2ccc3c(c2)N(Cc2ccccc2F)C(=O)c2ccccc2S3(=O)=O)CC1,2%,6%[76.3 µM],-6%
O=C(Nc1ccc(NC(=O)c2cccs2)cc1)c1cccc(Br)c1,3%,-5%[76.3 µM],-8%
CCN1CCC(N(Cc2cccc(OC)c2)C(=O)Nc2ccc(C)cc2Cl)CC1,-20%,12%[76.3 µM],8%

3 compounds from above, sorted by formula weight, highest first:
SMILES,TexasRed fluor,GAA glycogen,TRb-SRC2 inh
CCOc1ccc(C(=O)c2cn(CC(=O)Nc3cccc(OC)c3)c3cc4c(cc3c2=O)OCCO4)cc1,1%,-9%[76.3 µM],-1%
CCN(CC)C(=O)Cn1c(=O)n(Cc2ccc(C(=O)NCc3ccc(C)cc3)cc2)c(=O)c2ccccc21,2%,-5%[76.3 µM],-6%
Cc1ccc(-c2cn3c(n2)sc2cc(C(=O)NCc4cccs4)ccc23)c(C)c1,5%,-7%[76.3 µM],0%

Later entries.
SMILES,TexasRed fluor,GAA glycogen,TRb-SRC2 inh
Cc1ccc(Cn2c(SCc3ccc(C(=O)N4CCCCCC4)cc3)nc3ccncc32)cc1,-1%,15%[76.3 µM],3%
Cc1nc2c(-c3ccccc3)c(C)[nH]n2c(=O)c1Cc1ccc(C(C)C)cc1,7%,11%[76.3 µM],-5%
COc1ccccc1NC(=O)COC(=O)CC(C)(C)CC1=NS(=O)(=O)c2ccccc2N1,2%,-21%[76.3 µM],-4%
COC(=O)c1ccc(NC(=O)C(C)Sc2nc(=O)cc(N)n2CCc2ccccc2)cc1 (centres undefined),18µM*[quencher],-4%[76.3 µM],-8%
CCCNS(=O)(=O)c1cc(-c2nnc3c4ccccc4c(C)nn23)ccc1OC,-2%,12%[76.3 µM],4%
CCOc1ccc(NC(=O)c2oc3ccccc3c2NC(=O)C2CCCCC2)cc1,0%,-10%[76.3 µM],-2%
COCCn1c(-c2ccccc2)c(C)n2c3c(=O)n(C)c(=O)n(C)c3nc12,5%,-5%[76.3 µM],6%
COc1ccc(N2CCN(C(=O)CN(C)S(=O)(=O)c3cccs3)CC2)cc1,-8%,-3%,-2%
Cc1ccc(S(=O)(=O)c2cn(Cc3ccccc3F)c3cc4c(cc3c2=O)OCO4)cc1,-1%,-10%[76.3 µM],-8%
CCOC(=O)CC(NC(=O)c1cc2cc(Cl)ccc2oc1=O)c1ccc(C)cc1 (centres undefined),14µM*[quencher],-1%[76.3 µM],-10%

Structural class, the compounds so far containing a furan ring, fused or not
SMILES,TexasRed fluor,GAA glycogen,TRb-SRC2 inh
CCOC(=O)c1ccc(N2C(=O)c3n[nH]c(-c4ccco4)c3C2c2cccc(F)c2)cc1 (centres undefined),-1%,1%[76.3 µM],0%
CCOc1ccc(NC(=O)c2oc3ccccc3c2NC(=O)C2CCCCC2)cc1,0%,-10%[76.3 µM],-2%

(listing goes on)
SMILES,TexasRed fluor,GAA glycogen,TRb-SRC2 inh
Cc1cccn2c(=O)c(C(=O)NCCCN3CCCCC3C)c(O)nc12 (centres undefined),18µM*[quencher],.,-1%
CC1CCCCN1c1nnc(NC(=O)Nc2ccccc2F)s1 (centres undefined),2%,13%[76.3 µM],-11%
CC1=C(C(=O)NCc2ccccc2F)C2(CCCCC2)OC1=O,-1%,3%[76.3 µM],3%
CN(C)CCNC(=O)c1ccc2c(c1)N(Cc1c(F)cccc1Cl)C(=O)c1ccccc1S2,0%,6%[76.3 µM],1%
Cc1cc(C)c(S(=O)(=O)Nc2cc(Cl)c3oc4c(c3c2)C(=O)CCC4)cc1C,-3%,-10%[76.3 µM],8%
Cc1ccc(N(CC(=O)Nc2cc(C)ccc2C)S(=O)(=O)c2c(C)noc2C)cc1,-1%,4%[76.3 µM],0%
CCCc1nc2sc3c(N4CCCCC4)ncnc3c2c2c1CCCC2,-1%,-4%[76.3 µM],5%
O=C(CSc1nnc(-c2cccs2)o1)Oc1ccc(Cl)cc1,-3%,-8%[76.3 µM],4%
CCOc1ccc(NC(=O)Cn2c(=O)n(-c3cccc(OC)c3)c(=O)c3c4c(sc32)CCCC4)cc1,-2%,2%[76.3 µM],9%
COc1ccc(N2CCN(C(=O)C3CCN(Cc4nc(-c5ccc(Cl)cc5)oc4C)CC3)CC2)cc1,-3%,3%[76.3 µM],-8%
CCOC(=O)c1cc(-c2ccc(C)cc2)n(CC(=O)Nc2cc(C)ccc2C)c1C,6%,9%[76.3 µM],-4%
O=C(Cn1c(=O)n(-c2ccccc2Cl)c(=O)c2sc3ccccc3c21)N1CCCC1,-2%,-10%[76.3 µM],4%
Cc1c(Cl)cccc1NC(=O)N1CCOc2ccccc21,1%,-6%[76.3 µM],-11%
CCCCCSc1nnc2c(n1)OC(c1ccc(C)s1)N(C(C)=O)c1ccccc1-2 (centres undefined),-2%,4%[76.3 µM],-3%
COc1ccc(OC)c(NC(=O)CCc2c(C)nc3c(c(C)nn3C(C)(C)C)c2C)c1,0%,0%[76.3 µM],-7%
CC(C)(C)C1CCc2c(sc(NC(=O)c3ccncc3)c2C(=O)Nc2ccccc2Cl)C1 (centres undefined),-2%,-2%[76.3 µM],0%
CCC(C(=O)O)n1ccc2cc(S(=O)(=O)N3CCCCC3)ccc21 (centres undefined),-1%,9%[76.3 µM],-2%
COc1ccccc1NC(=O)CCCOc1cc(=O)n(C)c2ccccc12,0%,20%[76.3 µM],-9%
CCOc1ccc(NC(=O)Cn2nnc(C(=O)Nc3ccc(OCC)cc3)c2N)cc1,0%,-12%[76.3 µM],-2%
CC(C)c1ccc2c(c1)-c1ccccc1S(=O)(=O)N2CC(=O)N1CCCCC1,-4%,-6%[76.3 µM],-6%
COc1ccc(Cn2c(CCC(=O)Nc3ccc(C)cc3C)nc3cccnc32)cc1,0%,20%[76.3 µM],1%
COc1cc(NC(=O)Cn2c(=O)n(Cc3ccccc3)c(=O)c3oc4ccccc4c32)cc(OC)c1,0%,-3%[76.3 µM],3%
COc1ccc(C(=O)Nc2ccc3oc(-c4cccnc4)nc3c2)cc1,-1%,-10%[76.3 µM],9%
CCn1c(=N)c(C(=O)NCc2ccccc2)cc2c(=O)n3cc(C)ccc3nc21,-1%,15%[76.3 µM],6%
CSc1ccc(CCNC(=O)CN2C(=O)c3cccnc3Oc3ccc(C)cc32)cc1,-14%,6%[76.3 µM],4%
COC(=O)c1ccc(C(=O)Nc2ccc(-c3nc4cc(NC(=O)c5ccc(C(=O)OC)cc5)ccc4o3)cc2)cc1,-14%,8%[76.3 µM],4%
C=C(C)CSc1nc2sc3c(c2c(=O)n1-c1ccccc1)CC(C(C)C)OC3 (centres undefined),-29%,15%[76.3 µM],-5%
CC(NC(=O)CN1C(=O)COc2ccc(Cl)cc21)c1ccccc1 (centres undefined),?,-1%[76.3 µM],-7%
CCn1cc(C(=O)N(C)c2cc(C)ccc2C)c2cc(OC)c(OC)cc2c1=O,0%,-13%[76.3 µM],0%
CCCOc1ccc(NC(=O)C(=O)NCCCN2CCOCC2)cc1,0%,11%[76.3 µM],1%
COc1ccc2c(C)c(CC(=O)NCCc3ccc(Cl)cc3)c(=O)oc2c1C,13%,-2%[76.3 µM],0%
CCCN(CCC)CCNC(=O)CS(=O)Cc1nc(-c2ccc(OC)c(OC)c2)oc1C (centres undefined),-4%,-9%[76.3 µM],-1%
CCc1ccccc1NC(=O)[C@@H](c1ccccc1)N1Cc2ccccc2C1=O,3%,-6%[76.3 µM],0%
O=C(NCc1cccs1)c1ccc(CSc2nc3ccncc3n2Cc2ccccc2F)cc1,10%,-6%[76.3 µM],7%
Cc1cccc(CSc2nc3cccnc3n2Cc2ccc(C(=O)NCc3ccco3)cc2)c1,?,-13%[76.3 µM],-7%
COc1ccccc1-c1nnc(C2CCN(C(=O)c3ccc(Cl)cc3)CC2)o1,0%,-10%[76.3 µM],0%
COC(=O)c1cc2sccc2n1CC(=O)Nc1ccc(C)cc1C,-18%,15%[76.3 µM],-2%
O=C(Cn1ncc2c3ccccc3n(Cc3cccc(Cl)c3)c2c1=O)N1CCCCCC1,1%,-16%[76.3 µM],2%
COc1cc(OC)c(NC(=O)c2c(C)oc3ncn(C)c(=O)c23)cc1Cl,-2%,-8%[76.3 µM],-7%
COc1cc(-c2cc(OC)c3c(C)oc(C)c3c(=O)c2)ccc1OC(=O)c1ccccc1C,-8%,-4%[76.3 µM],-12%
CC(CNC(=O)CCCn1c(=O)c2cccn2c2ccc(F)cc21)c1ccccc1 (centres undefined),-12%,6%[76.3 µM],9%
CCC(=O)Nc1ccccc1-c1nc2ccccc2n(CC(=O)Nc2ccc(C)c(C)c2)c1=O,0%,-4%[76.3 µM],2%
CC1=C(C(=O)N2CCN(c3ccc(Cl)cc3)CC2)C2(CCC(C)CC2)OC1=O (centres undefined),-65%,4%[76.3 µM],-11%
CC(C)NC(=O)N1[C@H](c2cccs2)[C@@H](C)C(=O)[C@@H](C)[C@@H]1c1cccs1,1%,11%[76.3 µM],-8%
Cn1c(=O)n(C)c2cc(N3CCCCC3)c(NC(=O)Nc3ccc(Br)cc3)cc21,-2%,9%[76.3 µM],1%
CCOC(=O)c1cccc(NC(=O)N2CCC(CN3CCc4ccccc4C3)CC2)c1,-7%,-4%[76.3 µM],3%
COc1ccc(OC)c(-c2nnc3n(CCc4ccccc4)c(=O)c4ccccc4n23)c1,-1%,1%[76.3 µM],-4%
CCCN(CCC)CCNC(=O)c1cc2c(-c3ccc(Cl)cc3)nn(C)c2s1,1%,2%,-10%
CCCN(C(=O)Cn1nc(Cc2cccnc2)c2ccccc2c1=O)c1ccc(C(C)C)cc1,-2%,-12%[76.3 µM],-2%
CCC1CCCCN1C(=O)CSc1nc(-c2ccc(OC)c(OC)c2)cc(C(F)(F)F)n1 (centres undefined),5%,4%[76.3 µM],1%

(next part)
SMILES,TexasRed fluor,GAA glycogen,TRb-SRC2 inh
CCOc1ccc(C2c3c(-c4ccccc4O)n[nH]c3C(=O)N2Cc2cccnc2)cc1OC (centres undefined),-1%,-9%[76.3 µM],-1%
CNc1c(NC(=O)c2ccc(OC)c(OC)c2)c(=O)oc2ccccc12,-1%,16%[76.3 µM],-1%
CCOC(=O)c1cccc(NC(=O)CCn2nc(C)c(S(=O)(=O)N3CCCCC3)c2C)c1,0%,1%[76.3 µM],-2%
CCN1CCOC(=O)C1CC(=O)Nc1ccc(Br)cc1 (centres undefined),-6%,1%[76.3 µM],1%
Cc1cccc(OCC(=O)Nc2ccc(S(=O)(=O)N(Cc3ccccc3)c3ccccc3)cc2)c1,0%,-14%[76.3 µM],-6%
Cc1ccc(NC(=O)c2c(NC(=O)c3ccccc3)sc3c2CCC3)cc1,2%,13%[76.3 µM],-5%
CCC(C)NC(=O)Cn1c(=O)n(-c2ccc(C)c(C)c2)c(=O)c2c3c(sc21)CCCCC3 (centres undefined),6%,9%[76.3 µM],-2%
COc1ccc(-n2nc(C(=O)Nc3cccc(Cl)c3)c3c4ccccc4n(C)c3c2=O)cc1Cl,-1%,18%[76.3 µM],-5%
